Screening data: PubChem, Sanford-Burnham Center for Chemical Genomics
ER stress surv: ER stress cell death inhibition | relative survival (cellular ATP), % at 15 µg/mL (by protocol) | actives 0.33% (n = 48,000) | CSM14.1 thapsigargin ER stress survival, ATP luminescence;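 active = survival measured by cellular ATP above 50% at 15 µg/ml in the first screen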;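 note: cell death triggered by about 15 µM thapsigargin; ATP read 24 h after thapsigargin was added; plate controls were thapsigargin with DMSO for no effect and DMSO without thapsigargin for full effect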
Active calls of the source: *.

SMILES	ER stress surv
CC(=O)Oc1ccc(Br)cc1/C=C1\SC(=S)NC1=O	0
O=[N+]([O-])c1ccc2c(c1)c1ccccc1n2CO	0
COc1ccc(S(=O)(=O)N(CC(=O)N2CCOCC2)c2ccc(C)cc2)cc1OC	12
CC(C)c1ccc(NC(=O)c2cnn(-c3ccccc3)c2NC(=O)c2ccco2)cc1	4
N#C/C(=C/c1cccc(Cl)c1)C(=O)Nc1cccc(Br)c1	-3
Cc1ccc(N2C(=O)c3ccc(C(=O)Nc4cccc(C)c4C)cc3C2=O)c(C)c1	8
CCCC1CCc2c(sc(NC(=O)/C=C\C(=O)O)c2C(N)=O)C1 (stereo unspecified)	-2
COc1cc(C(=O)Nc2nc3ccc4ccccc4c3s2)cc(OC)c1OC	3
COc1c(Br)cc(Br)cc1/C=N\NC(=O)COc1ccc(C)cc1	18
CN(C)/C=C1/C(=O)N(c2nc3ccccc3s2)N=C1C(F)(F)F	-6
CCOc1cc(/C=C2/SC(=S)N(C)C2=O)ccc1OCc1cccc2ccccc12	6
CC1=C(C(=O)Nc2ccc(Cl)cc2)Sc2ccccc2N1	2
CC1=CC(C)(C)N(C(=O)Nc2ccccc2)c2c(C)cc(C)cc21	8
Cc1ccc(-c2nc3cc(Cl)ccc3o2)cc1NC(=O)c1ccc(-c2ccc([N+](=O)[O-])cc2)o1	9
S=C(Nc1cccc(Cl)c1)N1CCOCC1	0
C=CCN1C(=O)/C(=c2\sc3n(c2=O)C(c2ccc(OC)c(OC)c2)C(C(=O)OC)=C(C)N=3)c2ccccc21 (stereo unspecified)	3
NC(=O)COc1ccc(/C=c2/sc3n(c2=O)CCCN=3)cc1	5
COc1ccc(NC(=O)c2cccc([N+](=O)[O-])c2C)cc1OC	2
CCOC(=O)C1=C(O)/C(=C/c2ccc([N+](=O)[O-])cc2)SC1=Nc1cccc2ccccc12	1
O=C(Nc1c[nH]c(=O)[nH]c1=O)c1ccc2c(c1)C(=O)N(c1ccc([N+](=O)[O-])cc1)C2=O	-4
O=S(=O)(c1ccc2ccccc2c1)N1CCc2ccccc21	-1
O=C(NCCCN1CCOCC1)c1nn2c(C(F)(F)F)cc(-c3cccs3)nc2c1Br	4
COc1ccc(S(=O)(=O)N2CCN(Cc3ccco3)CC2)cc1	1
O=C(c1cc(-c2cccc(Br)c2)nc2ccccc12)N1CCCCCC1	7

Part of the list above in order of molar mass, descending.
SMILES	ER stress surv
CC1=C(C(=O)Nc2ccc(Cl)cc2)Sc2ccccc2N1	2
COc1ccc(NC(=O)c2cccc([N+](=O)[O-])c2C)cc1OC	2
O=[N+]([O-])c1ccc2c(c1)c1ccccc1n2CO	0

Next section.
SMILES	ER stress surv
O=C1OC(c2ccccc2)=N/C1=C\c1c(Cl)cccc1Cl	0
Cc1ccc(C(=O)Oc2cccc(C3C4=C(Nc5c3c(=O)n(C)c(=O)n5C)c3ccccc3C4=O)c2)cc1 (stereo unspecified)	-3
O=C(N=C1SCC(=O)N1c1ccccc1Cl)c1ccco1	-5
COc1ccccc1NC(=O)C(=O)NCc1ccccc1	1
N#C/C(=N\Nc1ccccc1F)c1nc(-c2ccccc2)cs1	3
CCOc1ccc2nc(SCC(=O)C(C)(C)C)[nH]c2c1	4
Cc1cccc2c1N(C(=O)CN1C(=O)CCC1=O)C(C)(C)c1ssc(=S)c1-2	4
Cc1ccc(S(=O)(=O)Oc2cccc(/C=c3/sc4nc5ccccc5n4c3=O)c2)cc1	12
CCN(CC)c1ccc(/C=C2/SC(=O)N(CNc3ccc(F)cc3)C2=O)cc1	15
COc1ccc(-c2noc(-c3ccco3)n2)cc1OC	1
COC(=O)CSc1nc(N)c2c3c(sc2n1)CCC3	2
O=C(COC(=O)c1ccccc1C(F)(F)F)c1ccc(Cl)cc1	3
Cc1ccc(NCC(=O)N/N=C\c2cccc(O)c2)cc1	14
CCOc1ccccc1NC(=O)CN(c1cc(OC)ccc1OC)S(C)(=O)=O	5
Cc1ccc(N2C(=O)C(Cl)=C(NCc3ccccc3)C2=O)c(C)c1	-2
COc1ccccc1N1CCN(/N=C2/C(=O)Nc3ccccc32)CC1	9
COc1cc(F)ccc1S(=O)(=O)N1CCN(c2ccccc2)CC1	2
O=C(O)C1C2C=CC(C2)C1C(=O)NCCC1=CCCCC1 (stereo unspecified)	-2
O=C(/C=C/c1ccco1)Nc1ncc(Cc2cccc(Cl)c2)s1	0
COc1ccc(-c2cc(C(=O)Nc3cc([N+](=O)[O-])ccc3Cl)c3ccccc3n2)cc1OC	3
Cc1ccc(NC(=O)CCC(=O)NCCO)cc1	5
FC(F)(F)c1cccc(-c2nnc3ccc4ccccc4n23)c1	-2
COCCNC(=O)C(=O)Nc1cc(OC)ccc1OC	4
Cc1ccc(C(=O)Nc2ccc(C(N)=O)cc2)cc1C	9

Reformatted as labelled records: entries from further up.
Molecule: CCOc1cc(/C=C2/SC(=S)N(C)C2=O)ccc1OCc1cccc2ccccc12
  ER stress surv: 6
Molecule: CC1=C(C(=O)Nc2ccc(Cl)cc2)Sc2ccccc2N1
  ER stress surv: 2
Molecule: CC1=CC(C)(C)N(C(=O)Nc2ccccc2)c2c(C)cc(C)cc21
  ER stress surv: 8
Molecule: Cc1ccc(-c2nc3cc(Cl)ccc3o2)cc1NC(=O)c1ccc(-c2ccc([N+](=O)[O-])cc2)o1
  ER stress surv: 9

(further entries)
SMILES	ER stress surv
COc1ccc(C2Nc3ccccc3C(=O)N2Cc2ccco2)cc1Cn1nc(C)c([N+](=O)[O-])c1C (stereo unspecified)	1
O=C(O)c1ccccc1Sc1ccccc1C(=O)O	1
COc1ccc(Nc2nc(NCc3ccco3)nc(N/N=C/c3ccc(O)cc3)n2)cc1	-11
CC(=O)C1=C(O)C(=O)N(CCN2CCNCC2)C1c1ccccc1Cl (stereo unspecified)	4
Cn1cccc1/C=C(\C(=O)c1ccccc1)c1nc2ccccc2[nH]1	8
CCN(CC)S(=O)(=O)c1ccc(NC(=O)c2cccs2)cc1	0
COc1cccc(/C=N/NC(=O)CSc2nnc(-c3ccccc3)n2-c2ccccc2)c1OC	9
C#CCSc1nc2ccccc2n1C(=O)c1ccc(S(=O)(=O)N2CCCCC2)cc1	3
COc1c(Br)cc(Cl)cc1/C=C1\C(=O)NC(=S)N(c2ccc(C)cc2)C1=O	8
CCCCOc1ccc(/C=C2/C=C(c3ccccc3)OC2=O)cc1	6
Cc1cccc(C)c1NC(=S)NC(=O)/C=C/c1ccccc1	2
CC1(C)Cc2c(c(-c3ccccc3)[nH]c(=O)c2C#N)CO1	6
O=C(c1ccccc1Br)N1CCN(c2cc(N3CCCC3)c(F)cc2[N+](=O)[O-])CC1	0
CCOC(=O)c1cc2n(n1)C(C(F)(F)F)CC(c1ccco1)N2 (stereo unspecified)	12
O=C(CCCN1C(=O)/C(=C\c2ccc(F)cc2)SC1=S)Nc1cc([N+](=O)[O-])ccc1O	0
O=Cc1cccc(OCc2ccccc2F)c1	-2
N#C/C(=C/c1ccc2c(c1)OCO2)C(=O)Nc1cccc(Br)c1	-2
CCOC(=O)CCc1c(C)nc2cc(-c3cccc(Cl)c3)[nH]n2c1=O	0
Cc1cccc(NC(=O)Nc2c(C)n(C)n(-c3ccccc3)c2=O)c1	8
CCOC(=O)C1=C(C)NC2=C(C(=O)CCC2)C1c1ccc(I)cc1 (stereo unspecified)	0
COc1ccc(CCNC(=O)COc2ccc(C)cc2Br)cc1	4
CCOC(=O)C(CC)Oc1ccc2c(C)c(CC)c(=O)oc2c1 (stereo unspecified)	6
CC(C)CC(=O)Nc1ccc(S(N)(=O)=O)cc1	2
CC(=O)N1CCN(c2ccc([N+](=O)[O-])cc2Cl)CC1C (stereo unspecified)	-4
Cc1ccnc(NS(=O)(=O)c2ccc3ccccc3c2)c1	2
O=C(COc1ccccc1F)Nc1nc(-c2cccs2)c(NC(=O)c2ccccc2)s1	3
COc1cc(C(O)C[N+](=O)[O-])ccc1OCc1ccccc1 (stereo unspecified)	-6
O=C(CCC(=O)Nc1ccccc1)N/N=C/c1cccnc1	5
CC1CCc2cc(F)ccc2N1C(=O)COc1ccc(Cl)cc1 (stereo unspecified)	3
COC(=O)C1=CN(CCc2ccccc2)C=C(C(=O)OC)C1c1ccc(OC)c(OC)c1	6
O=C(O)CCCC(=O)Nc1ccc(CC(=O)O)cc1	-2
O=S(=O)(NCCN1CCOCC1)c1cc(Cl)ccc1Cl	7
O=C(Nc1ccc(N2CCOCC2)cc1)c1ccc(-c2ccccc2[N+](=O)[O-])o1	-1
O=C(NN1C(=O)CSC1=S)c1ccccc1Cl	13
O=C(c1c(F)cccc1F)N1CCN(c2cc(N3CCCCC3)c(F)cc2[N+](=O)[O-])CC1	2
CCOC(=O)/C(=C/c1c[nH]c2ccccc12)C(C)=O	-5
Clc1cccc(C2Nc3cccc4cccc(c34)N2)c1	-2
NS(=O)(=O)c1ccc(Nc2nnc(-c3ccccc3)c3ccccc23)cc1	-3
O=S(=O)(CCc1ccccc1)/N=C/c1cc(Br)ccc1O	10
CCCC(=O)Nc1ccc(-c2cc3ccccc3oc2=O)c(C)c1	4
CCC(=O)c1ccc(N2CCN(C(=O)c3ccccc3F)CC2)c(F)c1	2
COc1cc(/C=C2/SC(=S)N(C)C2=O)ccc1OCc1ccc(Br)cc1	4
CCOC(=O)c1c(C)oc2cc(Br)c(OCC(=O)OCc3ccccc3)cc12	3
COc1ccccc1N(CC(=O)NCCc1ccccc1)S(=O)(=O)c1ccccc1	5
COc1ccc(CP(=O)(c2ccccc2)c2ccccc2)cc1	9
CCOC(=O)c1c(-c2ccc(-c3ccccc3)cc2)csc1NC(=O)C(C)C	10
CCOC(=O)C1=C(C)N=c2s/c(=C\c3ccc(C)cc3)c(=O)n2C1c1cccc([N+](=O)[O-])c1 (stereo unspecified)	5
O=c1nc(/C=C/c2cc3c(cc2Br)OCO3)cc(C(F)(F)F)[nH]1	-22
C/C(=N\N1CCN(Cc2ccc(C)cc2)CC1)c1ccccc1O	8
Cc1ccc(NC(=O)O/N=C\c2ccc(F)cc2)cc1	10
CC1CCCN(CC(O)COc2ccc(Cl)cc2)C1 (stereo unspecified)	-7
CCOC(=O)C(Cc1c[nH]c2ccccc12)NC(=O)c1cc2ccccc2oc1=O (stereo unspecified)	2
COc1ccc(C(=O)Nc2ccc(N(C)C)cc2)cc1	-2
COc1ccc(C2C3COC(C)(C)CC3=NN2C(C)=O)cc1 (stereo unspecified)	8
COc1ccc(CNc2ncn[nH]2)cc1	-6
CCC(C)c1ccc(NC(=O)Cc2ccc(Cl)cc2)cc1 (stereo unspecified)	8

The results go on:
SMILES	ER stress surv
CCOc1ccccc1C=Nc1ccccc1-c1ccccc1N=Cc1ccccc1OCC	7
COc1ccc(NC(=O)C2=C(C)NC(=O)NC2c2ccccc2Br)cc1 (stereo unspecified)	8
CCN(CC)c1ccc(N2C(=O)/C(=C/c3ccc([N+](=O)[O-])cc3)SC2=S)cc1	-5
Brc1ccc2[nH]c3c(c2c1)CCCC3=NCc1ccccc1	0
Nc1nonc1C(=O)NCCNC(=O)c1cccc(Br)c1	0
CCCC(=O)Nc1cccc(NC(=O)COc2ccc(Br)cc2)c1	-1
Cc1ccc2nc(N/N=C/c3ccc4ncccc4c3)nc(-c3ccccc3)c2c1	1
O=S(=O)(Nc1ccc(O)c(-c2c(O)ccc3ccccc23)c1)c1cc(Cl)ccc1Cl	-5
Cc1c(C(=O)Nc2ccc3oc(-c4ccncc4)nc3c2)oc2ccccc12	5
O=C(Nc1nccs1)c1ccc2c(c1)C(=O)N(C1CCCCC1)C2=O	3
CCCCOC(=O)Nc1nnc(COc2ccccc2)s1	3
COc1ccc(CC(=O)N2N=C(C)CC2(O)c2cccnc2)cc1OC (stereo unspecified)	7
Cn1c2c(c(=O)n(C)c1=O)C(c1ccc(Br)cc1)C1=C(N2)c2ccccc2C1=O (stereo unspecified)	4
CC1=CC(C)(C)Nc2ccc(OC(=O)Cc3cccc4ccccc34)cc21	4
CC(=O)c1c(-c2ccccc2)c2cc(C)ccc2[nH]c1=O	-1
Nc1[nH]nc2ncc3cc4ccccc4nc3c12	3
Cc1c(Cl)cccc1-c1ccc(C(=O)Nc2ccc(Cl)cc2)o1	8
Cc1ccc(NC(=O)COc2ccc(Cl)cc2C)c([N+](=O)[O-])c1	1
COc1ccc(C2(CNC(=O)c3cc4ccccc4o3)CCOCC2)cc1OC	17
CCN(CC)c1ccc(/C=c2\sc3n(c2=O)C(c2ccc(OC)cc2OC)C(C(C)=O)=C(C)N=3)c(OC)c1 (stereo unspecified)	3
Cc1c(NC(=O)CCN2C(=O)S/C(=C\c3ccc(Cl)cc3)C2=O)c(=O)n(-c2ccccc2)n1C	-4
Cn1cnc2cc(NCc3ccc(Cl)cc3)ccc21	1
O=C1S/C(=C/c2ccccc2)C(=O)N1CNc1ccccc1F	2
Cc1c(C2N3CC4(C)CN2CC(C)(C3)C4=O)c2ccccc2n1C (stereo unspecified)	6
Cc1ccc(C(=O)Nc2ccccc2C(=O)NCCC(=O)O)cc1	0
O=S(=O)(Nc1cccnc1)c1cc(Cl)c(Cl)cc1Cl	13
COc1ccc(-c2nnc(NC(=O)c3cccs3)s2)cc1OC	-7
CCOC(=O)C1=C(O)/C(=C/c2cccc(Br)c2)SC1=Nc1ccccc1	14

An excerpt (hit frequency here may not be typical).
